High-throughput results deposited in PubChem by National Center for Advancing Translational Sciences (NCATS).
Nrf2 block – Nrf2 qHTS screen for inhibitors. Potency, µM (highest dose often 46 µM), inactives show at the highest dose activity change, negative = inhibition, most hits filed as inhibitors. AID 504444, 2011. actives 2.1% (n = 360,000). A549 ARE-Fluc reporter, luciferase luminescence, 18-24 h; note: potency is the fitted concentration of half-maximal effect; % is set by controls: 0 for no effect and ±100 for the full control effect; nearly all actives have a fitted effect of over 60% in size
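Reporter: ARE-Fluc in A549. Exposure: 18-24 h, 37 °C, 5% CO2, 5% FBS OPTI-MEM. Readouts: fluorescent cytotoxicity (CellTiter-Fluor), then luminescent Nrf2 signal after BugLite.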
IL-1B inflam inh – qHTS for Inhibitors of Inflammasome Signaling: IL-1-beta AlphaLISA Primary Screen; THP-1 LPS/ATP IL-1B secretion, AlphaLISA, 16 h; hits give low values; AID 743279, 2014; activity change, % at 57.5 µM; actives 4.7% (n = 360,000); in the data active = activity change below about -50%; inconclusive = mostly about -30% to -49%; note: % is set by controls: 0 for no effect and ±100 for the full control effect
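Secreted IL-1B measured by AlphaLISA bead assay after 16 h compound exposure of THP-1 cells; compounds (final up to 57.5 uM) added 1 h before LPS (250 ng/mL) and ATP (1.25 mM) stimulation; lower signal means less secretion.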
ATXN viability – Viability Counterscreen for Primary qHTS for Inhibitors of ATXN expression; Potency, µM (titrated, usually from 56.7 µM), usual class: cytotoxic; S2 cells (HEK-293 line with an ATXN2-luciferase reporter) viability, CellTiter-Fluor protease fluorescence, 24 h; actives 0.49% (n = 400,000); note: potency is the fitted concentration of half-maximal effect; nearly all actives have a fitted effect of over 40% in size
MCF10A rerep – A quantitative high throughput screen for small molecules that induce DNA re-replication in MCF 10a normal breast cells; Potency, µM (series often up to 46.1 µM), for inactives: at the top dose activity, positive = re-replication, hits mostly activators; MCF 10A DNA re-replication, Hoechst nuclear intensity, 48 h; AID 624296, 2012; actives 2.9% (n = 350,000); note: potency is the fitted concentration of half-maximal effect; % of control where 0% means no effect; nearly all actives have a fitted effect of over 50% in size
TGFb inhibitor – qHTS for Inhibitors of TGF-b | HepG2 CAGA-GFP TGF-b/SMAD3 reporter, GFP fluorescence, 18 h; TGF-beta stimulated, 500 pg/mL final | actives 1.2% (n = 410,000) | Potency, µM (doses to about 46.1 µM), for inactives: at the highest dose activity, negative = inhibition, usual class: inhibitors; note: potency is the fitted concentration of half-maximal effect; % is set by controls: 0 for no effect and ±100 for the full control effect; nearly all actives have a fitted effect of over 65% in size
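Smad-responsive CAGA-GFP expression was quantified in HEPG2 cells exposed to compounds and 500 pg/mL final TGF-beta for 18 h at 37 degrees C; unstimulated wells defined full inhibition.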
Nrf2 activator – qHTS of Nrf2 Activators | AREc32 ARE-luciferase reporter (MCF7-derived line), luminescence, 24 h | Potency, µM (highest dose often 46.1 µM), without a hit: at the highest dose activation, most hits filed as activators | actives 0.31% (n = 410,000) | AID 624171, 2012; note: potency is the fitted concentration of half-maximal effect; % of control where 0% means no effect; nearly all actives have a fitted effect of over 65% in size
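Quantitative high-throughput format: AREc32 reporter cells, 1000 per well, received compound by pin transfer and were incubated 24 hr at 37 deg C, 5% CO2, before Steady-Glo luminescence detection.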
A549 tox – Nrf2 qHTS screen for inhibitors: counterscreen for cytotoxicity; Potency, µM (top dose mostly 46 µM), for inactives: at the top dose activity change, negative = cytotoxicity, usual class: inhibitors; A549 ARE-Fluc cells, CellTiter-Fluor viability, 18-24 h; actives 0.16% (n = 390,000); AID 504648, 2011; note: potency is the fitted concentration of half-maximal effect; % is set by controls: 0 for no effect and ±100 for the full control effect
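A549 ARE_Fluc cells in 5% FBS OPTI-MEM were exposed to compounds in concentration-response for 18-24 h at 37 deg C. Viability was read by CellTiter-Fluor fluorescence (Ex 405/Em 525) after 30 min, before the luciferase read.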
HepG2 tox – qHTS for Inhibitors of TGF-b: Cytotox Counterscreen; HepG2 CAGA-GFP viability, ATP luminescence, 18 h; Potency, µM (top dose mostly 46.1 µM), inactives show top-dose activity change, negative = cytotoxicity, usual class: cytotoxic; actives 0.76% (n = 410,000); note: potency is the fitted concentration of half-maximal effect; some results filed as inactive show a strong effect at the top dose
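HepG2 CAGA-GFP cells (1000/well, DMEM with 1% FBS) received compound, then TGF-beta at 500 pg/mL final, and were incubated 18 hours at 37 degrees C. Viability was read by CellTiter-Glo luminescence. Media-only wells were set as complete cell-killing and DMSO as no toxicity.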
ATXN2 expr inh – Primary qHTS for Inhibitors of ATXN expression; HEK-293 ATXN2-luciferase reporter, luminescence, 24 h; Potency, µM (titrated, usually from 57 µM), for the others: top-dose activity change, negative = inhibition, most hits filed as inhibitors; actives 0.72% (n = 360,000); note: potency is the fitted concentration of half-maximal effect; % is set by controls: 0 for no effect and ±100 for the full control effect; nearly all actives have a fitted effect of over 55% in size
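ATXN2-luciferase reporter cells (luciferase flanked by upstream and downstream ATXN2 gene portions) were treated 24 h at 37 °C with compounds at up to 57 uM. SteadyGlo luminescence gave expression; GF-AFC fluorescence gave viability.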
Numbers without * were called inactive; i = inactive; u = inconclusive; x = no result given; & = joins results of further samples; [ ] = remark or other dose. Unless noted, calls come from the whole dose curve; as a rule, active = well fitted curve in the direction sought with a large enough effect; inconclusive = small, poorly fitted or top-dose-only effect, or another doubt; inactive = no such curve, though single readings can be large; an effect the other way counts as inactive or inconclusive.

Sample of the layout (5 entries):
1	O=C(Nc1nc(-c2ccccc2)cs1)C1CCCCN1S(=O)(=O)c1ccc(Cl)cc1 (stereo unspecified)
2	O=C(CNC(=O)c1ccc2c(=O)n3c(nc2c1)CCC3)Nc1ccc(F)c(F)c1
3	O=S(=O)(Nc1ccc(F)cc1)c1cccc2nsnc12
4	COc1ccc(S(=O)(=O)N2CCC(N3CCN(c4ccccc4OC)CC3)CC2)cc1
5	O=C(CN1CCCCCC1)N1c2ccccc2Sc2ccc(C(F)(F)F)cc21

assay / entry	1	2	3	4	5
Nrf2 block	u	5%	-10%	4%	-20%
IL-1B inflam inh	33	0	3	-10	-60*
ATXN viability	i	i	i	u	u
MCF10A rerep	u	1%	-1%	-3%	u
TGFb inhibitor	u	9%	-10%	2%	u
Nrf2 activator	2.5%	-0.8%	-0.7%	0.2%	7.0%
A549 tox	-25%	u	0%	-3%	5%
HepG2 tox	-4%	3%	13%	-7%	-33%
ATXN2 expr inh	u	-5%	-1%	-12%	u

This part in full, previewed entries included:
1	O=C(Nc1nc(-c2ccccc2)cs1)C1CCCCN1S(=O)(=O)c1ccc(Cl)cc1 (stereo unspecified)
2	O=C(CNC(=O)c1ccc2c(=O)n3c(nc2c1)CCC3)Nc1ccc(F)c(F)c1
3	O=S(=O)(Nc1ccc(F)cc1)c1cccc2nsnc12
4	COc1ccc(S(=O)(=O)N2CCC(N3CCN(c4ccccc4OC)CC3)CC2)cc1
5	O=C(CN1CCCCCC1)N1c2ccccc2Sc2ccc(C(F)(F)F)cc21
6	Cc1ccc(N(CCC(=O)O)S(=O)(=O)c2ccccc2)cc1
7	Cc1cc(Cl)ccc1NC(=S)NCc1ccccc1Cl
8	CC1(C(=O)NS(=O)(=O)c2ccccc2Cl)CCN1C(=O)C1(c2ccc(Cl)cc2)CC1 (stereo unspecified)

assay / entry	1	2	3	4	5	6	7	8
Nrf2 block	u	5%	-10%	4%	-20%	-15%	2%	x
IL-1B inflam inh	33	0	3	-10	-60*	0	-5	24
ATXN viability	i	i	i	u	u	i	i	i
MCF10A rerep	u	1%	-1%	-3%	u	3%	26%	x
TGFb inhibitor	u	9%	-10%	2%	u	-3%	u	-5%
Nrf2 activator	2.5%	-0.8%	-0.7%	0.2%	7.0%	-0.2%	-0.8%	-0.7%
A549 tox	-25%	u	0%	-3%	5%	-1%	4%	x
HepG2 tox	-4%	3%	13%	-7%	-33%	-2%	-16%	-7%
ATXN2 expr inh	u	-5%	-1%	-12%	u	-4%	15%	9%

9	COC(=O)c1cccc(NC(=O)c2ccco2)c1
10	O=C(CCc1cccc(Cl)c1)N1CCCC(Nc2ccccc2)C1 (stereo unspecified)
11	O=C(Nc1nnc(-c2ccc(Cl)s2)o1)C1CC1
12	COc1ccc(/C=C2\SC(=O)N(CCn3cnnn3)C2=O)cc1
13	CCCNC(=O)C1(C)CCCN(Cc2ccc(-c3ccccn3)cc2)C1 (stereo unspecified)
14	O=P(O)(c1ccccc1)c1ccccc1O
15	CCOc1cc(C2NC(=O)N(C)C(C)=C2C(=O)OC)cc(Br)c1O (stereo unspecified)
16	CCn1cc(C(=O)NCc2ccc3c(c2)OCO3)c(=O)c2cc(S(=O)(=O)N3CCOCC3)ccc21

assay / entry	9	10	11	12	13	14	15	16
Nrf2 block	5%	u	2%	8%	x	-13%	-1%	u
IL-1B inflam inh	-5	6	-4	-12	-14	19	4	u
ATXN viability	i	i	i	i	i	i	i	x
MCF10A rerep	-1%	6%	u	-14%	x	1%	-2%	-1%
TGFb inhibitor	-3%	-5%	-18%	-8%	-4%	3%	8%	17%
Nrf2 activator	3.7%	1.3%	3.6%	4.4%	2.3%	-0.3%	0.3%	0.5%
A549 tox	2%	-11%	5%	1%	x	-14%	4%	17%
HepG2 tox	-10%	-19%	2%	9%	-7%	0%	-14%	-19%
ATXN2 expr inh	5%	0%	-19%[11.3 µM]	x	-18%	-11%	-2%	x

17	O=C1NC(=S)SC1=Cc1cccs1
18	COC(=O)Cn1cc(C(=O)OC)cc(Br)c1=O
19	Cn1cnc([N+](=O)[O-])c1Sc1ncnc2nc[nH]c12
20	CN1CCCC(OC(=O)c2cccc(Br)c2)C1 (stereo unspecified)
21	CCc1c(C)sc(NC(=S)N2CCN(S(C)(=O)=O)CC2)c1C(=O)OC
22	CC(C)c1ccc(C(C(=O)NC2CCCCC2)N(C(=O)c2ccccn2)c2cccnc2)cc1 (stereo unspecified)
23	CC(C)(C)NCC(O)(c1ccc(Cl)cc1)c1ccc(Cl)cc1
24	CCc1cc2c(=O)c(-c3nc(C)cs3)c(CCCC(=O)O)oc2cc1O

assay / entry	17	18	19	20	21	22	23	24
Nrf2 block	-8%	15%	-8%	1%	-5%	-21%	2%	0%
IL-1B inflam inh	-5	14	-30	-6	u	-2	0	32
ATXN viability	u	i	u	i	i	i	u	i
MCF10A rerep	u	1%	u	4%	-2%	11%	4%	4%
TGFb inhibitor	-1%	1%	6%	20%	5%	3%	u	0%
Nrf2 activator	6.3%	-1.9%	2.1%	-0.2%	0.2%	0.3%	9.0%	2.9%
A549 tox	u	3%	-20%	4%	0%	-1%	7%	1%
HepG2 tox	-19%	3%	-2%	4%	2%	3%	-47%	-8%
ATXN2 expr inh	-2%	3%	-9%	-6%	-26%	-12%	u	13%

25	O=C(/C=C/c1cccnc1)c1cc(F)ccc1O
26	O=C(Nc1ccccc1Sc1ccccc1)c1ccccc1F
27	Fc1ccc(F)c(NC(=S)NCCc2ccccc2)c1
28	CC1=NN(C(=O)CSCc2ccccc2)C(O)(c2ccc(F)cc2)C1 (stereo unspecified)
29	COc1ccc(S(=O)(=O)NC2(C(F)(F)F)NC(=O)N(CCc3ccc(OC)c(OC)c3)C2=O)cc1 (stereo unspecified)
30	N/C(=N\OC(=O)CCCOc1ccccc1)c1ccncc1
31	Cc1ccccc1Nc1c(-c2cc(Br)ccc2F)nc2ccccn12
32	COc1cccc(CNC(=O)c2nnn(CC(=O)Nc3cccc(C)c3)c2N)c1

assay / entry	25	26	27	28	29	30	31	32
Nrf2 block	20%	11%	-29%	3%	3%&12%	15%	-4%	9%
IL-1B inflam inh	-7	3	-66*	-4	11	-2	x	10
ATXN viability	i	i	i	i	i	i	x	i
MCF10A rerep	3%	u	15%	-5%	1%	-6%	x	0%
TGFb inhibitor	8%	-13%	-8%	-12%	-19%&-2%	10%	-7%	-8%
Nrf2 activator	-0.9%	0.3%	0.4%	1.4%	0.2%&0.0%	-0.7%	-0.8%	-0.3%
A549 tox	11%	6%	0%	2%	-4%&8%	-3%	1%	3%
HepG2 tox	25%	-21%	-3%	-1%	-17%&-1%	-19%	-35%	12%
ATXN2 expr inh	x	22%	0%	-7%	-20%&8%	-1%	x	-13%

33	COc1ccc(-c2cnc3c(NC=O)cc(-c4cc(OC)c(OC)c(OC)c4)cn23)cc1OC
34	O=C1C2C(c3ccccc3)CC=CC2C(c2ccc3ccccc3c2)N1Cc1ccccc1 (stereo unspecified)
35	O=C1c2[nH]nc(-c3ccccc3O)c2C(c2cccc(Cl)c2)N1CC1CCCO1 (stereo unspecified)
36	COc1ccccc1N1CCN(Cc2cc(Br)c(O)c3ncccc23)CC1
37	O=C(Cc1ccccc1F)Nc1cc(Cl)ccc1N1CCCC1
38	O=C(NCc1ccccc1F)c1cccs1
39	CCc1nnc(NC(=O)CCC(=O)NCC2CCCO2)s1 (stereo unspecified)
40	C[C@@H]1CN([C@H](C)CO)C(=O)CCCn2nncc2CO[C@H]1CN(C)C(=O)c1ccncc1

assay / entry	33	34	35	36	37	38	39	40
Nrf2 block	x	u	6%	18µM*	-17%	x	x	x
IL-1B inflam inh	-28	x	-9	70	9	-1	27	108
ATXN viability	u	x	i	u	i	i	i	i
MCF10A rerep	x	x	26%	u	27%	-6%	0%	x
TGFb inhibitor	46%[activator]	-29%	u	u	-8%	31%	5%	-1%
Nrf2 activator	4.8%	x	8.2%	0.7%	2.0%	-0.2%	0.0%	-2.4%
A549 tox	x	-15%	-1%	-8%	0%	2%	10%	x
HepG2 tox	-24%	-38%	-35%	-37%	-26%	6%	-26%	-11%
ATXN2 expr inh	u	x	-6%	3.8µM*	0%	3%	1%	1%

41	COc1ccc(C)cc1NC(=O)C1CCN(S(=O)(=O)c2ccc3c(c2)CCCN3C(C)=O)CC1
42	O=C(O)c1cn(Cc2ccccc2)c2ccccc2c1=O
43	COc1cccc(NC(=O)CSc2ccccn2)c1
44	COc1ccc2ccc(OC)c(/C=N/NC(=O)c3cc4ccccc4o3)c2c1
45	CCOC(=O)C1=C(C)NC(SC(C)=O)=NC1c1ccc(OC(C)=O)c(OC)c1 (stereo unspecified)
46	O=C(NN1C(=O)c2ccccc2NC1c1cccnc1)c1ccccc1 (stereo unspecified)
47	N#Cc1ccccc1NC(=S)NC(=O)c1cccnc1
48	CCn1c(NC(=O)c2ccccc2)nc2ccccc21

assay / entry	41	42	43	44	45	46	47	48
Nrf2 block	x	-15%	u	x	-6%	0%	7%	u
IL-1B inflam inh	x	11	-10	-4	9	0	20	x
ATXN viability	i	i	i	i	i	i	u	i
MCF10A rerep	x	0%	-182%[0.0737 µM]	x	u	-1%	1%	u
TGFb inhibitor	-1%	-10%	0%	6%	-3%	-11%	-9%	-1%
Nrf2 activator	2.9%	0.4%	3.8%	-2.7%	-0.3%	-0.7%	4.0%	u
A549 tox	3%	-4%	-2%	x	-6%	9%	-5%	2%
HepG2 tox	2%	-14%	-3%	-9%	-51%	-13%	-3%	-40%
ATXN2 expr inh	2%	-7%	76%[activator]	x	-15%	4%	-8%	39%[activator]
